High-throughput results (PubChem)
ARFGAP1 inh: inhibitors of rat ARFGAP1 GAP activity, primary screen, biochemical, fluorescence polarization, GDP tracer. ADP-ribosylation factor GTPase-activating protein 1 (Rattus norvegicus), Q62848. Arfgap1-stimulated ARF1 GTP hydrolysis, GDP FP detection. inhibition, % at 16.5 µM. 360,000 compounds, 0.26% hits;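 active = inhibition above a per-plate limit, mean inhibition of low control wells plus 3 SD, cut at about 25% in these data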;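 note: 0% = DMSO wells with enzyme and 100% = wells lacking Arfgap1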
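Material: rat Arfgap1 GAP domain (His6, aa 1-136), purified enzyme. Also added: human ARF1(Δ1-17)-GTP substrate. Compound dosing: 16.5 µM single point, 1.26% DMSO. Timing: enzyme reaction 120 min at 25 °C after 20 min preincubation. Signal: GDP detection by fluorescence polarization. Read-out basis: percent inhibition of GAP-stimulated GDP formation, scaled between DMSO and no-Arfgap1 medians.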
Rev-erbA mod: modulators of Rev-erb alpha DNA binding, primary screen, biochemical, FITC-DNA, fluorescence polarization, uHTS. Rev-erbα–FITC-DNA binding, 90 min. activity, % at 10 µM. 370,000 compounds, 0.79% hits. AID 1259318, 2017;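 active = activity above about 14%, limit read from the data; passing the limit was not always enough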;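 note: 0% = DMSO wells with 35 nM protein and 100% = DMSO wells with 750 nM protein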
Target sequence (P20393 whole entry, looked up): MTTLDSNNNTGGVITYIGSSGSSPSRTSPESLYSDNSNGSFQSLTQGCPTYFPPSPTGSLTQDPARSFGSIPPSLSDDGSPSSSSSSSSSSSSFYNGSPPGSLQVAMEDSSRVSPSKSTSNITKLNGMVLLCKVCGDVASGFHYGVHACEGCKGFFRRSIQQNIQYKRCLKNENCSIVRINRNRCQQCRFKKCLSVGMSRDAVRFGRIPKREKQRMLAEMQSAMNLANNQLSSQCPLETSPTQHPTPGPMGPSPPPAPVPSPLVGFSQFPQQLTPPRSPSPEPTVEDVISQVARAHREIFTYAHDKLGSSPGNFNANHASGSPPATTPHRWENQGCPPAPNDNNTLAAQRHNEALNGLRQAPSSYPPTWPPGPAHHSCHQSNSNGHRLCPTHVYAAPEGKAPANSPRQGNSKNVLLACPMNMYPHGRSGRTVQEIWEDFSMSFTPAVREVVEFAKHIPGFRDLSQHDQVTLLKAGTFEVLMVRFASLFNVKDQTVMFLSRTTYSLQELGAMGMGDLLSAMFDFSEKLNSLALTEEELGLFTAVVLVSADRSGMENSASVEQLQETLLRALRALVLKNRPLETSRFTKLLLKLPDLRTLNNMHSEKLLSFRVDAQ
rCAG binder: binders of r(CAG) RNA repeats, primary screen, biochemical, fluorescence; r(CAG) RNA repeat, TO-PRO-1 dye displacement fluorescence; inhibition, % at 3 µM; 370,000 compounds, 1.3% hits; AID 651821, 2012;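 active = inhibition above the plate cutoff, the mean of all test compounds on that plate plus 3 SD, cut at about 35% in these data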;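 note: 0% = DMSO alone and 100% = 100 µM mitoxantrone as full dye displacement; higher means more dye released from RNA so lower well fluorescence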
NPR1 activator: GC-A stimulated cGMP production enhancers – HEK293 GC-A cells, cGMP TR-FRET, EC30 ANP, primary screen; 0% at EC30 ANP, 100% saturating ANP; activation, % at 10 µM; 370,000 compounds, 0.14% hits; AID 1671463, 2021; in the data active = activation above about 40%
ASAP1 GAP inh: inhibitors of human ASAP1 ArfGAP activity, primary screen, biochemical, fluorescence polarization; inhibition, % at 16.5 µM; ASAP1-stimulated ARF1 GTP hydrolysis, GDP FP detection; Arf-GAP with SH3 domain, ANK repeat and PH domain-containing protein 1 (Homo sapiens), …; AID 624377, 2012; 360,000 compounds, 0.19% hits; in the data active = inhibition above about 25%;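 note: 0% = vehicle with enzyme and substrate and 100% = no enzyme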
Target sequence (Q9ULH1 325-724 limits assumed): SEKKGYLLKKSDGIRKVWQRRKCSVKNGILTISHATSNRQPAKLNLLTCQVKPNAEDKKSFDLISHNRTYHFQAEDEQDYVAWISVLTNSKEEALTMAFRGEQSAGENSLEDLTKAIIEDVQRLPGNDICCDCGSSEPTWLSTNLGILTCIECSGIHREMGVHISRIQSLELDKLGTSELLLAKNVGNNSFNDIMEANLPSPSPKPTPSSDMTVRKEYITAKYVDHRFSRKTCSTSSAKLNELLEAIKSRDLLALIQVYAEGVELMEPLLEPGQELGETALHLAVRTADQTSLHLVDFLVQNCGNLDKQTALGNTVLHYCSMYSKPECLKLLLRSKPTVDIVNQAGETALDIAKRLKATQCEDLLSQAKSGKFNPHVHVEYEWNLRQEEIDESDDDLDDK
SMARCA2 activ: SMARCA2 (BRM) function activators, primary screen, cell-based, luminescence, high throughput; MG213 cells, MMTV-luciferase reporter, dexamethasone, overnight; activation, % at 9.1 µM; 370,000 compounds, 1% hits; AID 652017, 2013; in the data active = activation above about 7.8%;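 note: 0% = vehicle wells and 100% = reference activator wells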
HTRA1 inh: HTRA1 serine protease inhibitors, primary screen, biochemical, fluorescence polarization, HTS; inhibition, % at 5.96 µM; recombinant HTRA1, FP-rhodamine activity-based probe; 340,000 compounds, 0.5% hits; Q92743; in the data active = inhibition above about 36%;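 note: 0% = enzyme with DMSO and 100% = wells lacking enzyme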
PG9 binder: binders of HIV-1 gp120 antibody PG9, primary screen, biochemical, TR-FRET | 360,000 compounds, 0.43% hits | TR-FRET gp120-PG9 antibody binding | inhibition, % at 6.7 µM; in the data active = inhibition above about 8.5%
ABHD4 inh: ABHD4 inhibitors, primary screen, biochemical, fluorescence polarization, mouse; (Lyso)-N-acylphosphatidylethanolamine lipase (Mus musculus), Q8VD66; purified mABHD4, FP-Rh probe fluorescence polarization; inhibition, % at 8.92 µM; 370,000 compounds, 0.54% hits;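 active = inhibition exceeding the mean over every tested compound plus 3 SD, cut at about 30% in these data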;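 note: 0% = plate median of compound wells and 100% = S159A mutant with DMSO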
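Test system: mABHD4 protein; Read-out basis: % inhibition; Incubation: 45 min + 60 min at 25 °C; Repeats: single replicate; Technique: fluorescence polarization with parallel and perpendicular emission, 525/598 nm; Compound: 8.92 µM, single dose; Benchmarks: full inhibition S159A mutant plus DMSO, zero as sample-well median.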
GC-B act: human GC-B receptor activators, primary screen, HEK293 GC-B cells, cGMP TR-FRET, EC30 CNP; Atrial natriuretic peptide receptor 2 (Homo sapiens), P20594; 0% at EC30 CNP, 100% saturating CNP; activation, % at 10 µM; 370,000 compounds, 0.11% hits;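 active = activation at 10 µM reaching about 35% in either raw or pattern-adjusted values, limit read from the data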
The depositor's hits bear a star; · = no result given.

SMILES	ARFGAP1 inh	Rev-erbA mod	rCAG binder	NPR1 activator	ASAP1 GAP inh	SMARCA2 activ	HTRA1 inh	PG9 binder	ABHD4 inh	GC-B act
CC(C)(C)OC(=O)CNC(=O)c1nc[nH]c1C(=O)NCC(=O)OC(C)(C)C	-5	2	-9	5	-1	-1	-4	-1.3	2	14
Cc1cc(NS(=O)(=O)c2ccc(NC(=O)/C=C/c3ccc(C)o3)cc2)nc(C)n1	0	5	23	3	0	-4	0	3.8	-2	-1
O=C(N/N=C/c1ccccn1)c1cccc([N+](=O)[O-])c1	-1	-3	2	10	-10	11*	0	-0.8	7	5
COc1c(C=O)cc2c3c1CCCN3CCC2	1	-5	-3	7	6	1	1	-3.4	-2	-4
C=CCOc1ccc(CN(C)CC(=O)Nc2ccccc2[N+](=O)[O-])cc1	-5	1	-5	1	14	-4	-6	-0.1	1	2
CCN(CC)S(=O)(=O)c1ccc(Cl)c(NC(=O)COC(=O)c2cc(-c3ccccc3Cl)nc3ccccc23)c1	10	1	6	5	-2	-3	-5	0.2	7	5
Cc1cccc(S(=O)(=O)Nc2nc3ccccc3nc2NCc2ccc3c(c2)OCO3)c1	-4	12	13	3	0	0	4	-2.2	-2	4
CCn1c(SCC(=O)N2CCc3ccccc3C2)nc2sc(C)c(C)c2c1=O	3	4	3	-4	-7	-4	-8	-3.0	-5	1
COc1ccc([N+](=O)[O-])cc1C(=O)NCCOc1ccc(Cl)cc1	-17	-3	2	3	-5	0	-16	0.6	-1	-5
CCOC(=O)c1c(C)[nH]c(C)c1S(=O)(=O)NCCc1ccc(SC)cc1	-14	2	0	-1	-8	12*	-5	-1.9	1	0
COC(=O)[C@H](C)N(Cc1ccc(Cl)c(Cl)c1)S(=O)(=O)CCN1CCCC1	0	-3	0	-12	0	-2	4	-0.6	0	-9
O=C(N1CCCCC1)N1CCN(S(=O)(=O)c2cccc([N+](=O)[O-])c2)CC1	10	2	-2	1	7	-2	2	-1.2	3	4
O=C(CCc1ccc(Oc2cc([N+](=O)[O-])cc([N+](=O)[O-])c2)cc1)N1CCCCCC1	18	3	-1	3	-11	-3	-7	0.8	5	4
CNC(=S)N1N=C(c2ccc(OC)cc2)CC1c1ccc(Cl)cc1Cl (configuration not stated)	-2	-3	1	-4	6	-3	-31	-2.6	-8	1
CC(C)Cn1nc(C(=O)N2CCc3ccccc32)c2ccccc2c1=O	6	-3	-8	10	-4	-1	-7	-2.8	-4	-1

Reformatted: entries from further up.
| structure | ARFGAP1 inh | Rev-erbA mod | rCAG binder | NPR1 activator | ASAP1 GAP inh | SMARCA2 activ | HTRA1 inh | PG9 binder | ABHD4 inh | GC-B act |
| --- | --- | --- | --- | --- | --- | --- | --- | --- | --- | --- |
| CCn1c(SCC(=O)N2CCc3ccccc3C2)nc2sc(C)c(C)c2c1=O | 3 | 4 | 3 | -4 | -7 | -4 | -8 | -3.0 | -5 | 1 |
| COc1ccc([N+](=O)[O-])cc1C(=O)NCCOc1ccc(Cl)cc1 | -17 | -3 | 2 | 3 | -5 | 0 | -16 | 0.6 | -1 | -5 |
| CCOC(=O)c1c(C)[nH]c(C)c1S(=O)(=O)NCCc1ccc(SC)cc1 | -14 | 2 | 0 | -1 | -8 | 12* | -5 | -1.9 | 1 | 0 |
| COC(=O)[C@H](C)N(Cc1ccc(Cl)c(Cl)c1)S(=O)(=O)CCN1CCCC1 | 0 | -3 | 0 | -12 | 0 | -2 | 4 | -0.6 | 0 | -9 |
| O=C(N1CCCCC1)N1CCN(S(=O)(=O)c2cccc([N+](=O)[O-])c2)CC1 | 10 | 2 | -2 | 1 | 7 | -2 | 2 | -1.2 | 3 | 4 |

More results:
SMILES	ARFGAP1 inh	Rev-erbA mod	rCAG binder	NPR1 activator	ASAP1 GAP inh	SMARCA2 activ	HTRA1 inh	PG9 binder	ABHD4 inh	GC-B act
CC1=C/C(=C\C=C(C#N)C#N)N(C)c2ccccc21	3	9	-5	-4	-13	3	-16	-4.9	-27	1
CCC1SC2=NC(C)=C(C(=O)OC)C(c3cccs3)N2C1=O (configuration not stated)	7	1	-2	-9	1	0	-6	-0.4	-23	-7
CCN1CCCc2cc(CN(CCN3CCOCC3)C(=S)Nc3cccc(OC)c3)ccc21	3	2	-1	4	-2	-3	-1	-0.8	4	-3
C#CCNc1c2c(nc3ncnn13)CC(C)CC2 (configuration not stated)	-2	-1	3	5	1	0	0	-2.6	0	5
COc1ccc(C(=O)C2C(c3ccc(-c4ccccc4[N+](=O)[O-])o3)NC(=O)NC2(O)C(F)(F)F)cc1 (configuration not stated)	4	0	-2	-24	9	-2	-9	-1.8	0	-13
COC(=O)c1cccc(NS(C)(=O)=O)c1C	0	-1	6	-4	-1	5	3	-0.1	3	2
NC(=O)c1ccccc1N/C=C1\CCCCC1=O	7	1	5	0	-6	2	-2	-1.3	0	-3
O=c1nc(-c2ccccc2)n(-c2ccc(Cl)cc2)[nH]1	4	-2	2	2	4	-2	3	0.3	0	1
COCCCn1c(SCCc2ccccc2)nc2cc(OC)c(OC)cc2c1=N	12	-3	4	3	8	1	-11	0.4	-8	10
O=C(O)CN1C(=O)/C(=C/c2ccccc2Cl)Oc2ccccc21	-13	-4	39*	5	-6	-2	-12	0.5	-5	4
CCCCNC(=O)C1(C)CCN1C(=O)c1cc(OC)ccc1Br (configuration not stated)	-7	-4	-1	3	-2	-2	·	1.0	4	-3
CCC(=O)Nc1cccc(NC(=O)CSc2nnc(C(C)C)n2CC)c1	2	-2	-7	2	0	0	-2	-0.6	5	3
Cc1cc(NC(=O)COC(=O)COc2ccc3c4c(c(=O)oc3c2)CCC4)no1	9	2	-2	5	5	-1	-5	2.0	4	-2
O=C(NNC(=O)c1ccc2c(c1)OCO2)NC12CC3CC(CC(C3)C1)C2	2	-2	2	-2	-2	0	-2	-1.6	2	2
Cc1ccc(C(=O)COC(=O)CNC(=O)Cc2ccccc2)cc1[N+](=O)[O-]	4	0	2	-2	-7	-1	0	-0.4	0	4
COc1ccccc1-c1ocnc1C(=O)N1CCN(C(=O)C(c2ccccc2)c2ccccc2)CC1	-3	5	-5	-19	-7	-4	-9	1.7	-8	-5
O=C1CCCC2=C1C1(CCCCC1)N=C(Nc1nc3ccccc3o1)N2	-8	1	-1	0	-7	-1	-2	-0.2	6	-12
CC(C(=O)NCc1ccc2c(c1)OCO2)N(c1ccccc1)S(C)(=O)=O (configuration not stated)	6	9	-4	2	-11	-3	10	1.9	11	3
CC(=O)c1c(C)c2c(n1CCN(C)C)CCCC2	-4	7	0	-5	12	1	-3	-0.5	-4	1
COc1ccc(Cl)cc1N1C(=NC(=O)C2CCCO2)SC2CS(=O)(=O)CC21 (configuration not stated)	-21	-8	2	0	6	-4	5	-1.4	-6	-1
NC(=O)c1c(N)sc(=S)n1-c1ccccc1	1	0	0	2	9	-3	2	-1.5	2	1
CN1C(=O)c2cc(NS(=O)(=O)c3cccc(F)c3)ccc2OC[C@@H]2O[C@H](CC(=O)O)CC[C@H]21	·	-1	0	-1	·	0	·	·	-3	-5
COc1cc(OC)c(NC(=O)Nc2ccc(OC)c(OC)c2)cc1Cl	5	-2	-3	4	14	-3	-6	1.4	0	3
COc1cccc(SCc2noc(C(=O)NCCN(C)C)c2C(=O)NCCN(C)C)c1	9	-4	8	-1	7	0	1	0.7	-14	-6
O=c1[nH]c(CN2CCN(c3ccccc3O)CC2)nc2scc(-c3ccccc3Cl)c12	9	5	3	-5	5	-3	-2	-2.9	-1	-7
Cc1ccc(S(=O)(=O)c2n[nH]n3c2nc(=O)c2ccccc23)cc1	-9	4	10	-7	-15	1	-4	-1.8	-3	-2
Cc1ccc(C(=O)CCC(=O)Nc2cccnc2)cc1C	0	2	2	0	-3	-2	-1	-0.9	-2	2
Cc1cccc(-n2nc(C)c3c2NC2=C(C(=O)CCC2)C3c2ccccn2)c1 (configuration not stated)	8	-3	-3	0	-4	-1	3	-0.4	3	6
Cc1ccc(NC(=O)COC(=O)CCC(=O)c2cccs2)cc1C	7	-5	-3	1	-3	-2	3	-0.7	-1	-3
c1ccc(-c2cn(-c3ccccc3)c3[n+]2CCS3)cc1	0	0	1	4	1	-5	0	0.8	6	1
CCC(=O)c1ccc(OC(=O)c2ccc(Br)o2)cc1	-4	·	-4	·	-15	0	3	1.6	4	·
CCOc1ccc(NC(=O)c2ccccc2-c2ccccc2C(=O)O)cc1	4	-10	1	1	-2	3	4	-0.6	3	0
CC(NC(=O)CCN1C(=O)c2ccccc2C1=O)c1ccccc1 (configuration not stated)	-13	-1	-1	5	3	4	-7	1.8	3	6
CC(NC(=O)CN1C(=O)NC2(CCCCCCC2)C1=O)c1ccccc1 (configuration not stated)	10	6	-3	2	7	2	-2	-5.1	-4	4
COc1ccc(Cn2c(=O)oc3ccccc32)cc1OC	2	8	0	2	-13	-10	3	-0.4	-4	1
C=CCN1C(=O)c2n[nH]c(C(C)C)c2C1c1ccc2c(c1)OCO2 (configuration not stated)	1	1	-2	-7	0	1	·	0.4	4	-3
Clc1cccc2c1C1CC2CCN1Cc1ccccc1 (configuration not stated)	2	10	2	-6	-8	-1	·	-1.1	-1	-8
CC(O)/C=C/c1cccc[n+]1C (configuration not stated)	1	0	2	3	-1	7	6	-1.2	-2	1
O=c1ccc(N=Nc2ccccc2)ccc1O	-15	12	6	11	-5	-2	33	-5.3	17	0
O=C(Cc1ccc(Cl)cc1)NNC(=O)c1ccco1	13	5	-1	-2	3	-2	1	0.2	-6	1
Cc1ccc(C)c(NC2=C(Cl)C(=O)OC2OC(C)C)c1 (configuration not stated)	18	3	-6	2	-6	-4	-4	1.3	-1	2
Cc1ccc(CCC(=O)Nc2ccc(S(N)(=O)=O)cc2)o1	4	10	16	0	-13	-1	0	0.0	-2	1
CC[C@H](C)[C@H](NC(N)=O)C(=O)OCC(=O)NCc1ccc(Cl)cc1	0	-4	-5	5	-6	-1	3	-2.5	2	-1
C=CC[C@H](CC(=O)N(CCO)Cc1ccccc1)C(=O)N[C@H](COC(=O)[C@@H](CC=C)Cc1ccc(F)cc1)C(C)(C)C	-19	0	-8	0	14	-1	-49	-2.2	-12	0
Cc1ccc(S(=O)(=O)c2ccc(Oc3ccccc3)cc2)cc1	-2	2	-3	3	-4	-4	-33	-2.5	-9	3
Nc1ccc2c(c1Br)Cc1ccccc1-2	18	-3	2	-1	2	-4	5	-0.2	12	3
COc1cc(/C=C(/C#N)c2nc3ccccc3[nH]2)ccc1OCC(=O)Nc1ccccc1C(C)C	7	1	3	0	1	0	-12	-1.6	-6	5
CCOC(=O)c1c(C)[nH]c(C(=O)N2CCC(C(=O)OCC)CC2)c1C	6	-4	-9	0	4	0	-1	-0.1	0	-5
O=S(=O)(NCC(c1ccco1)N1CCCCC1)c1cccc(C(F)(F)F)c1 (configuration not stated)	2	3	-1	-3	13	-1	-3	0.8	1	3
